High-throughput results: PubChem, several laboratories
PLC-gamma1 inh: PLC-gamma1 (human) inhibition, primary screen; P19174; purified PLC-gamma1, fluorogenic substrate, fluorescence; inhibition, % at 12.2 µM; 370,000 compounds, 0.84% hits; in the data active means inhibition above about 9.5%
hgDAF12 agonist: activates the H. glycines DAF-12 receptor ligand-binding domain | HEK293 GAL4-hgDAF12 UAS-luciferase reporter, agonist luminescence; normalized to butyrate control | activation, % at 6.8 µM | 370,000 compounds, 1.8% hits;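 active means activation above a cutoff set at the mean of all screened compounds plus 3 SD, cut at about 10% in these data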;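 further: 0% = DMSO wells and 100% = sodium butyrate wells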
ssDAF12 agonist: activates DAF-12 receptor from parasite S. stercoralis | HEK293 ssDAF-12/GRIP1 lit1-tk-luc reporter, luminescence; % of 3 µM dafachronic acid response | activation, % at 6.8 µM | 370,000 compounds, 1% hits | AID 652126;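 active means activation above the mean over all tested compounds plus 3 SD, cut at about 0.9% in these data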;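 further: 0% = DMSO-only wells and 100% = 3 µM delta7-dafachronic acid wells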
MBD2 DNA inh: MBD2-methylated oligo binding inhibition. Q9UBB5. TR-FRET, MBD2 binding to methylated oligonucleotide. inhibition, % at 4.4 µM. 370,000 compounds, 0.31% hits. AID 686964; in the data active means inhibition above about 13%
ADAM17 inh: inhibits human ADAM17; inhibition, % at 6.95 µM; P78536; recombinant ADAM17, EDANS/DABCYL FRET peptide cleavage; 370,000 compounds, 0.83% hits;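 active means inhibition above the mean of compounds lying between control limits plus 3 SD, set per campaign, cut at about 8.5% in these data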;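 further: 0% = DMSO-only wells as the low control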
DAX1 inh-1: inhibits human nuclear receptor DAX1; P51843; HEK293 Gal4-DAX1 luciferase reporter, luminescence; inhibition, % at 6.75 µM; 340,000 compounds, 0.99% hits; AID 504766;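 active means inhibition above the mean over all tested compounds plus 3 SD, cut at about 4.2% in these data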;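 further: 0% = DAX1-transfected cells with DMSO and 100% = empty-vector control cells with DMSO; inhibition shows as a rise in luminescence from relieved DAX1 repression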
hcDAF12 agonist: activates DAF-12 receptor from parasite H. contortus; HEK293 hcDAF-12 lit1-tk-luc reporter, luminescence; 0% DMSO, 100% Δ7-dafachronic acid; activation, % at 6.8 µM; 370,000 compounds, 1.4% hits; AID 652067;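 active means activation above the mean of all tested compounds plus 3 SD, cut at about 5.5% in these data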;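 further: 100% = response to 3 µM Δ7-dafachronic acid high control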
DAX1 inh-2: blocks DAX1 repression of SF-1 activated StAR promoter | 370,000 compounds, 1.1% hits | AID 652010 | inhibition, % at 6.8 µM | HEK293T StAR-luciferase reporter, SF-1/DAX-1 repression relief;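 active means inhibition above the mean over all tested compounds plus 3 SD, cut at about 3.6% in these data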;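 further: 0% = DAX-1 cells with DMSO and 100% = cells lacking DAX-1 with DMSO; higher inhibition means more luminescence from relief of DAX-1 repression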
PLC-beta3 inh: PLC-beta3 (human) inhibition, primary screen | Purified PLC-beta3, fluorogenic substrate, fluorescence | inhibition, % at 12.2 µM | 370,000 compounds, 0.18% hits | AID 720704; in the data active means inhibition above about 11%;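 further: 0% = median of compound wells on plate and 100% = full blocker control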
Target sequence (Q01970 whole entry, looked up): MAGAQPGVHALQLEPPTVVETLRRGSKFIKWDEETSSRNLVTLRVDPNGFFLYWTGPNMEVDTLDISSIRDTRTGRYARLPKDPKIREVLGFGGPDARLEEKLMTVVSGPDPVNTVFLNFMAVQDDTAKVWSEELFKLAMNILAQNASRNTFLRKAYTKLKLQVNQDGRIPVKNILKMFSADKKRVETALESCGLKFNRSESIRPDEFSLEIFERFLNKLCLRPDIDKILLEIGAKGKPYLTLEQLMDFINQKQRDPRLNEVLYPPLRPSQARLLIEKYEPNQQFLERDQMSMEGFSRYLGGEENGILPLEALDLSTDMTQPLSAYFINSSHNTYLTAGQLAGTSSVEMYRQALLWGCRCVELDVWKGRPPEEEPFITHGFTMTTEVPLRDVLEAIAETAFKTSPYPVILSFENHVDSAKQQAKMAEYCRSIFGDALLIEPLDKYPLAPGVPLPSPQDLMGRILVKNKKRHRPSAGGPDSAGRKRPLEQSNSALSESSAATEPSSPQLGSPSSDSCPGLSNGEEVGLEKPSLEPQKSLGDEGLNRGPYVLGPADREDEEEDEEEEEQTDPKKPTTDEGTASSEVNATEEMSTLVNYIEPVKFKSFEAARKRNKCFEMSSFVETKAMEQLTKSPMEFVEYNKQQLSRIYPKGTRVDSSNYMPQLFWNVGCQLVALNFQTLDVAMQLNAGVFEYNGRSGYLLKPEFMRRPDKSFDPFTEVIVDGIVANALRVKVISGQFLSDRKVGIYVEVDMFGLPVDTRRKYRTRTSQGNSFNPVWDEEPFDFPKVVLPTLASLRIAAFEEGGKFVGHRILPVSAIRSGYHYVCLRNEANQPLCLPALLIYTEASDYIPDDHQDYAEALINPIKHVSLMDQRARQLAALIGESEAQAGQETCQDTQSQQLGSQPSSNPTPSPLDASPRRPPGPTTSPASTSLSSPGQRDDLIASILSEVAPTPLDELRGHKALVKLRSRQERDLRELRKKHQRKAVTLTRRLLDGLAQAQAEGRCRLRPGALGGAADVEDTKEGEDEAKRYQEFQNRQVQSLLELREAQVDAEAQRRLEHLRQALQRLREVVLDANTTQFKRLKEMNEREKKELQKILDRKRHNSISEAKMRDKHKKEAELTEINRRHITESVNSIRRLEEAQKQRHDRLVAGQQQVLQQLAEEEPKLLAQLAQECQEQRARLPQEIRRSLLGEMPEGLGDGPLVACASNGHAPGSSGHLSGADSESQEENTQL
SMARCA2 activ: SMARCA2 function activation, primary screen | AID 652017 | activation, % at 9.1 µM | MG213 cells, MMTV-luciferase reporter, dexamethasone, overnight | 370,000 compounds, 1% hits; in the data active means activation above about 7.8%;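 further: 0% = vehicle wells and 100% = reference activator wells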
Rev-erbA mod: modulators of human Rev-erb alpha DNA binding | P20393 | Rev-erbα–FITC-DNA binding, fluorescence polarization, 90 min | activity, % at 10 µM | 370,000 compounds, 0.79% hits;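 active means activity above about 14%, limit read from the data; passing the limit was not always enough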;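 further: 0% = DMSO wells with 35 nM protein and 100% = DMSO wells with 750 nM protein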
Numbers without * were called inactive; nt = no result given.

SMILES	PLC-gamma1 inh	hgDAF12 agonist	ssDAF12 agonist	MBD2 DNA inh	ADAM17 inh	DAX1 inh-1	hcDAF12 agonist	DAX1 inh-2	PLC-beta3 inh	SMARCA2 activ	Rev-erbA mod
CCOc1ccccc1NC(=O)C1CCC(CNc2c(N3CCOCC3)c(=O)c2=O)CC1 (stereo not drawn)	3	-1.6	-0.7	1	2	0.9	-0.1	-0.2	3	-3	4
O=C(Nc1ccc2c(c1)CCC2)Nc1ccc(F)cc1F	0	11*	-0.3	-4	2	1.6	1.8	5.5*	-3	1	15
COc1ccc(C(=O)OCC(=O)NCCCc2ccccc2)cc1OC	1	1.3	-1.0	1	-2	0.0	1.1	0.4	-8	4	0
Cc1noc(NC(=O)c2ccc(F)cc2)c1C#N	0	-0.8	-1.1	3	-7	0.9	-0.8	0.1	-5	-2	-1
Cc1cc(C)nc(N2N=C(c3ccccc3)CC2=O)n1	-1	0.3	-1.4	0	-3	-0.6	0.2	0.6	-7	0	-3
CC1(C(=O)NCC2CC2)CCN1C(=O)C1(c2ccccc2)CC1 (stereo not drawn)	-1	-1.4	-1.3	1	0	nt	-1.6	0.0	-1	-1	-1
O=C(CCN1C(=O)c2ccccc2C1=O)OCN1C(=O)c2ccccc2C1=O	0	1.4	-1.2	-3	-5	0.0	-1.2	-0.3	1	0	-5
CCCCn1c(N)c(N(CCOC)C(=O)c2ccc(NC3CC3)c([N+](=O)[O-])c2)c(=O)[nH]c1=O	-3	1.0	-0.2	-7	-2	0.8	2.3	0.5	-8	1	5
COc1ccc(C(=O)Nc2nnc(S(=O)(=O)Cc3ccccc3)s2)cc1	2	1.8	-1.2	-2	1	-0.3	-2.1	0.3	-5	0	3
C1CNCCOCCNCCN1	-2	-0.1	-1.4	-1	-1	-0.3	-1.6	-0.8	0	0	2
COc1ccc(CNC(=O)C(C#N)c2nc3ccccc3nc2N2CCCC2)cc1 (stereo not drawn)	-59	1.3	-0.6	1	-22	1.1	-0.6	0.1	-66	0	42*
CCC1CCCCN1C(=O)CSc1nc2c(cnn2-c2ccc(C)cc2)c(=O)[nH]1 (stereo not drawn)	-6	2.2	-1.1	1	-1	-1.3	-0.2	0.6	2	0	-6
O=C(COC(=O)c1cc(-c2cccs2)nn1-c1ccccc1)Nc1ccc(F)c([N+](=O)[O-])c1	1	-0.8	-0.7	0	6	-0.9	0.3	-0.5	-1	-1	2
COc1ccc(-n2nc(C(=O)NCC(=O)NCC3CCCO3)c3ccccc3c2=O)cc1 (stereo not drawn)	-29	-1.9	-1.4	-8	-3	1.4	-0.1	0.6	-30	-4	-4
COc1ccc(-c2nc(CSCC(=O)NCc3ccc4c(c3)OCO4)c(C)o2)cc1OC	-5	-0.6	-1.2	-2	-1	-0.7	-2.3	-0.6	2	4	5
O=C(CN1C(=O)NC2(CCCc3ccccc32)C1=O)Nc1cc(F)ccc1F (stereo not drawn)	2	-1.6	-0.5	-3	-2	0.3	-1.2	-1.6	-1	2	0
O=C(CSc1ccc(-c2ccc(-n3cccn3)cc2)nn1)Nc1ccccc1F	0	3.7	-0.3	-4	-4	1.6	-1.2	0.4	0	7	7
Cc1cc(C2C(C#N)=C(N)OC3=C2C(=O)CC(C)(C)C3)c(C)s1 (stereo not drawn)	0	0.9	-0.1	-5	-4	0.7	0.7	-0.4	1	-2	0
Nc1nonc1-n1nnc(C(=O)N/N=C/c2cccc(F)c2)c1-c1ccc2c(c1)OCO2	-7	0.1	-1.3	2	-18	-1.0	-1.7	0.1	-24	-2	5
O=C(N/N=C/c1ccc(O)cc1O)c1ccc(NC(=O)C2CCCCC2)cc1	-43	-8.7	-1.5	-2	0	-1.1	-2.3	-0.7	-70	-2	3
O=C(COC(=O)c1cccc(S(=O)(=O)N2CCN(c3ccc(F)cc3)CC2)c1)NCC1CCCO1 (stereo not drawn)	2	4.3	-1.4	2	-5	0.3	-2.5	0.1	-6	-2	-4
Cc1cc(C)cc(NC(=O)CCNS(=O)(=O)c2ccc3c(c2)oc(=O)n3C)c1	2	-1.7	-1.5	3	-4	1.6	-2.6	-0.6	-2	-2	-5
COC(=O)c1ccc(NS(=O)(=O)c2ccc3c(c2)oc(=O)n3C)cc1	-3	0.6	-0.8	5	-4	2.0	-2.2	-1.0	-5	0	4
O/C=c1\ccc2cccc3nc(C(F)(F)F)nc1c23	-45	-0.3	-1.4	1	-4	0.0	-1.1	-0.2	-65	-3	4
COc1ccc(CNC(=S)Nc2ccccc2F)cc1	-2	-1.0	-1.2	-1	-2	0.6	-0.1	-0.1	-4	-2	2
COc1ccc(NC(=O)CN2C(=O)COc3ccc(S(=O)(=O)N4CCOCC4)cc32)cc1	-1	2.8	-1.1	-2	-1	1.4	-1.1	-0.2	-4	-2	-9
COc1ccccc1C(=O)Nc1ccc(-c2nnn(CC(=O)NCc3ccco3)n2)cc1	-1	2.0	-1.3	-8	-1	1.4	-0.7	0.1	-3	0	2
CCOC(=O)C1CCCN(C(=O)c2ccc3ncsc3c2)C1 (stereo not drawn)	1	-1.3	-1.1	-6	-1	-0.9	0.0	0.8	0	-2	-4
Cc1cc(C)c(C(=O)CN2C(=O)C(=O)N(C3CCCC3)C2=O)cc1C	-1	0.6	-0.9	1	-5	-0.7	-0.7	-1.7	-8	0	6
COc1ccc(NC(=O)c2ccc(CN3CCc4ccccc4C3)cc2)cc1OC	-7	1.8	-0.3	-1	-4	-1.9	0.7	-1.3	-10	2	10
O=C(NC1CCCC1)C(c1ccncc1)N(C(=O)Cc1cccs1)c1cccc(F)c1 (stereo not drawn)	4	1.3	0.7	2	1	2.7	2.4	0.8	-2	1	0
N#Cc1sc(NCc2ccccc2)nc1Cl	0	3.2	-1.4	2	-2	-0.3	1.2	0.1	0	-4	3
NC(=O)CN1C(=O)NC2(CCOc3ccccc32)C1=O (stereo not drawn)	-1	-1.0	-0.9	-1	-2	0.4	1.0	-0.3	-4	0	5
CC(C)CCNC(=O)COC(=O)/C=C/c1ccc2ccccc2n1	8	-1.5	-1.4	-1	-7	0.9	0.0	-0.1	3	-3	-3
O=C(Nc1ccc(Br)cc1)C1CC(O)CN1C(=O)OCc1ccccc1 (stereo not drawn)	-1	1.2	-1.5	5	2	-1.0	-1.1	-0.4	-5	-1	2
COc1ccc(CNC(=S)Nc2cccc(C)c2C)cc1	1	1.1	-0.7	5	-3	1.0	-1.6	-0.2	0	1	5

As entered above.
For PLC-beta3 inh, `C1CNCCOCCNCCN1` has the entry 0
For Rev-erbA mod, `CCOc1ccccc1NC(=O)C1CCC(CNc2c(N3CCOCC3)c(=O)c2=O)CC1` (stereo not drawn) has the entry 4
For hgDAF12 agonist, `COc1ccc(C(=O)Nc2nnc(S(=O)(=O)Cc3ccccc3)s2)cc1` has the entry 1.8

(further entries)
SMILES	PLC-gamma1 inh	hgDAF12 agonist	ssDAF12 agonist	MBD2 DNA inh	ADAM17 inh	DAX1 inh-1	hcDAF12 agonist	DAX1 inh-2	PLC-beta3 inh	SMARCA2 activ	Rev-erbA mod
COc1ccccc1CN(C)C(=O)c1ccc(S(=O)(=O)Nc2c(C)n(C)n(-c3ccccc3)c2=O)cc1	-1	-3.3	-0.9	-4	-4	-1.7	-1.9	-1.2	0	-2	-1
CC(=O)/C(=N\Nc1ccc(Cl)cc1Cl)Sc1nnc(-c2ccccc2)n1-c1ccccc1	0	-2.4	-0.3	-5	-1	1.2	0.9	-0.4	2	-3	-7
Cc1c(N2C(=O)/C(=C\c3ccc(N(C)C)cc3)N(C)C2=S)c(=O)n(-c2ccccc2)n1C	-1	-1.0	-1.3	-29	6	-1.2	-1.0	-0.8	2	-2	25*
COc1ccc([C@H]2CC(=O)C=C(c3ccc(F)cc3OCc3ccccc3)C2)cc1	2	0.4	-1.1	-6	-2	0.6	-1.1	0.4	4	-1	1
CCn1c(SCC(=O)N2CCOCC2)nc2c([nH]c3ccccc32)c1=O	3	0.2	0.6	3	-3	0.4	5.0	-0.2	-8	1	3
COc1cccc(C(=O)NCC(=O)NCc2cc(=O)n(C)c(=O)n2C)c1OC	-2	-2.8	-1.0	1	-2	-0.3	-1.9	-0.6	-2	-2	1
O=C(CSc1nnc(CNC(=O)c2c(F)cccc2F)o1)c1ccc(Cl)cc1	-4	-2.5	-1.4	-3	-3	-0.4	-0.4	0.1	-6	-5	-4
COc1ccccc1CCN=C(N)NS(=O)(=O)c1cccs1	3	2.1	-1.3	0	4	3.8	0.4	0.6	2	0	1
COc1cc(C2C(C#N)=C(C)NC(C)=C2C#N)cc(OC)c1OC	-1	-1.5	-1.1	2	-3	-0.5	0.8	-0.5	3	-6	6
COc1ccc([N+](=O)[O-])cc1N(CC(=O)NCCSc1ccc(C)cc1)S(C)(=O)=O	-1	2.5	-1.0	2	0	-0.1	-0.9	-0.2	1	-1	3
Cc1ccc(-c2noc(CNC(=O)c3ccoc3C)n2)cc1	2	-0.3	-0.8	-5	6	0.0	-1.6	0.2	1	-3	-1
CCn1c2ccc(C)cc2c2nnc(SCCN3CCOCC3)nc21	0	-3.6	-2.0	-4	0	-1.0	-1.2	-1.0	-7	5	-1
O=c1[nH]oc(O)c1-c1ncc(C(F)(F)F)cc1Cl	-2	-4.1	-1.0	1	0	-1.8	1.6	0.8	1	-1	0
Cc1ccc(-c2nc3c(C)cc(Br)cn3c2Cc2ccccc2C(F)(F)F)cc1	-3	0.3	-0.7	0	0	nt	0.6	1.0	-2	0	20
N=C1/C(=C/c2ccc(OCc3ccccc3F)cc2)C(=O)N=C2SC(CC(=O)N3CCOCC3)=NN12	-31	15*	-0.3	13	-15	1.1	4.0	0.1	-50	0	0
CSCCC(NC(=O)c1ccccc1Cl)C(=O)NCC1COc2ccccc2O1 (stereo not drawn)	3	1.9	-0.8	-2	-4	1.4	-0.5	-0.1	-6	-1	7
COC(=O)CCCC(=O)NC(C)c1cnn(-c2ccccc2C)c1C (stereo not drawn)	1	1.9	-0.9	-4	0	0.0	0.1	0.4	-2	1	6
CCOC(=O)CNC(=O)COc1coc(CN2CCN(c3ccccc3F)CC2)cc1=O	5	-2.1	-1.6	10	-5	0.3	-1.0	0.8	-7	1	3
COC(=O)CSc1nc2c(c(C3CC=CCC3)c1C#N)CCC2 (stereo not drawn)	-4	-1.4	-1.1	3	-1	0.4	-1.2	0.2	-9	-1	0
CC(C)n1c(=O)[nH]c2ccccc21	1	-1.0	-1.1	-5	-3	-0.5	-0.6	0.6	1	0	1
CC1CCCCC1NC(=O)C1CCC(CNS(=O)(=O)c2ccc(F)cc2)CC1 (stereo not drawn)	0	-0.6	-0.6	2	-5	1.7	-1.6	0.2	1	-1	-2
C=CC(=O)N1c2ccccc2Sc2ccc(NC(=O)OCC)cc21	3	-3.5	-1.0	0	0	-0.9	-1.2	-0.6	1	1	3
CCn1c(SCC(=O)N2CCCCCC2)nc2c([nH]c3ccccc32)c1=O	1	0.6	-0.1	-4	0	0.1	5.3	0.9	-7	-1	-16
